Bioassay records from PubChem.
MITF primary: blocks human microphthalmia-associated transcription factor; AlphaScreen MITF homodimerization, bead proximity signal; inhibition, % at 2.6 µM; 650,000 tested, 0.91% active; AID 1259374; in the data active = inhibition above about 50%;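 note: 0% = vehicle wells with protein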
FBW7 act: activators of human E3 ligase FBW7 | Q969H0 | AlphaScreen FBW7–phospho-cyclin E peptide binding, activator screen | normalized activity (activation), % at 26.1 µM | 650,000 tested, 0.13% active; in the data active = normalized activity above about 1.9%;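 note: purified mutant Fbw7 with reduced substrate affinity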
Target sequence (Q969H0 whole entry, looked up): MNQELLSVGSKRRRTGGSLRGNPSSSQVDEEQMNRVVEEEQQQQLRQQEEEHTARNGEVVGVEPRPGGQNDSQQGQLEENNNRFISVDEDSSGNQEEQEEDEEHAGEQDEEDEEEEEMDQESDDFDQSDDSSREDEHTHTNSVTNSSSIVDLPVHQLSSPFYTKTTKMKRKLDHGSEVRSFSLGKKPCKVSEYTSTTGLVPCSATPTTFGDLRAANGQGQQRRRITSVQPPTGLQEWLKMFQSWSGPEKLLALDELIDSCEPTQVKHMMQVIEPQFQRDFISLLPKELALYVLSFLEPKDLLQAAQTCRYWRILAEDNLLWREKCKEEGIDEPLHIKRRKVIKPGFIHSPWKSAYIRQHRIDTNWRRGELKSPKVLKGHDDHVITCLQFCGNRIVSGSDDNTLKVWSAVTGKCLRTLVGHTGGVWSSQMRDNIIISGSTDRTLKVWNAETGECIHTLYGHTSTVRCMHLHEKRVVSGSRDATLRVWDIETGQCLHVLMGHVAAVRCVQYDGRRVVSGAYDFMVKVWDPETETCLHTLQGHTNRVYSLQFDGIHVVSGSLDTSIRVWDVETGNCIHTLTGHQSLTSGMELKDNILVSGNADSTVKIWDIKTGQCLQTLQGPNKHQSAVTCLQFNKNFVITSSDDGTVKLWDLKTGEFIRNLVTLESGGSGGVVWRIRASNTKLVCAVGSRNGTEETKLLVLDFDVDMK
GPR151 activ: activators of human GPR151; Q8TDV0; PathHunter beta-arrestin GPR151 cells, luminescence; activation, % at 11.2 µM; 650,000 tested, 1% active; in the data active = activation above about 4.9%;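 note: 0% = median of compound wells and 100% = cells with positive control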
TEAD-YAP inh: TEAD-YAP interaction inhibition. 640,000 tested, 1.4% active. HEK-TIYL cells, TEAD-Gal4/YAP UAS-luciferase luminescence. inhibition, % at 9.12 µM. AID 1259422; in the data active = inhibition above about 32%;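 note: 0% = median of test compound wells and 100% = reference inhibitor wells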
* marks the source's active call; other numbers are inactive results; . = not tested or not shown.

SMILES	MITF primary	FBW7 act	GPR151 activ	TEAD-YAP inh
COC(=O)CSc1nnc(C)c(=O)[nH]1	-0.5	-0.2	1.7	4.7
CC1=N/C(=C\c2ccc([N+](=O)[O-])cc2)C(=O)N1c1ccc(Cl)cc1	-6.5	-0.4	-0.3	2.7
Cc1cc(C(=O)NCC2CCC3(CCN(C/C=C/C(C)C)CC3)O2)n(C)n1 (stereo not given)	12.1	0.0	-0.1	-1.5
COc1ccc(Cl)cc1/C=C1\SC(=O)N(CC(=O)Nc2ccc(C)cc2)C1=O	1.4	0.3	-0.7	7.5
CCC(=O)NC(c1ccc(Cl)cc1)c1ccc2cccnc2c1O (stereo not given)	31.9	-1.4	-0.3	95.0*
COc1ccccc1C(=O)Nc1ccnn1C1CCN(Cc2ccc3c(c2)CCO3)CC1	13.3	0.0	2.2	6.5
CCC(=O)c1ccccc1OCCCCNC1CCCC1	28.4	-0.2	1.0	11.5
CC(C)CCSc1nc(N)c2c3c(sc2n1)CCCCC3	-3.8	-0.1	0.9	-31.8
COc1ccc(C(=O)CN2CCN(S(=O)(=O)c3ccc(F)cc3)CC2)cc1	13.0	0.0	2.4	1.9
Cc1ccc(CCN2CC(C(=O)NCCCN3CCCCCC3)CC2=O)cc1 (stereo not given)	-24.7	0.3	1.9	-1.2
Cc1ccccc1NC(=O)NC1(C(=O)NCc2ccc3c(c2)OCO3)CCCCC1	4.0	-0.1	0.1	-0.7
O=C(N/N=C/c1ccc[nH]1)c1cc(-c2ccccc2)n[nH]1	17.7	0.8	0.3	17.0
COc1cc(Nc2nc(NCc3cccc(C(F)(F)F)c3)c3[nH]cnc3n2)cc(OC)c1OC	12.0	0.0	-0.4	-10.5
COc1cc(NC(=O)Cn2nnc(-c3ccc(OC)c(OC)c3)n2)cc(OC)c1	2.8	0.4	1.8	0.5
C=CCc1ccccc1OCC(CN1CCCCC1)OC(C)=O (stereo not given)	-9.0	0.0	-0.4	15.8
CC(/C=C1\SC(=O)N(CC(=O)Nc2ccccc2O)C1=O)=C\c1ccccc1	2.3	-0.3	-0.7	3.7
COC(=O)C1C(=O)C2=C(CC1C)NC(=O)CC2c1ccccc1 (stereo not given)	3.8	0.1	0.0	-7.8
O=C1CCCC(=O)C1C1c2ccccc2Oc2ccccc21	1.0	-0.1	3.3	5.3
O=S(CCSc1nc2ccccc2s1)Cc1ccc(Cl)cc1 (stereo not given)	4.8	0.1	-0.1	-1.9
CCOc1nc(-c2ccccc2)ccc1-c1noc(COC)n1	8.3	1.7	-0.6	6.0
CC(=O)/C(=N\Nc1ccccc1[N+](=O)[O-])Sc1cccc2cccnc12	-16.6	0.0	-0.4	-0.3
Cc1nc(CC(=O)N2CCCC(CCC(=O)NCc3ccccc3F)C2)cs1 (stereo not given)	-4.7	-0.1	-1.0	-19.1
Nc1nc(/C=C/c2ccccc2)nc(-c2ccccc2O)n1	20.9	-0.1	2.0	-0.2
C/C(=N/O)c1ccc(OCCOc2ccc([N+](=O)[O-])cc2)cc1	-7.9	0.0	-0.1	3.6
CCCCc1ccc(NC(=O)COc2ccc(Br)cc2Br)cc1	5.7	0.0	-0.9	-4.3
CCOC(=O)c1nn(CCO)c2c1CN(Cc1ccsc1)CC2	10.8	-0.1	2.8	2.0
O=C1Nc2ccc(Br)cc2/C1=C/c1cccc(O)c1	16.7	0.0	-0.9	17.1
CNc1ccccc1C(=O)N/C(N)=N/c1nc(C)c2cccc(OC)c2n1	2.9	0.2	0.0	13.4
Cc1nc(Cl)c(C#N)c(C)c1Cl	-4.0	0.0	-1.8	-6.7
O=c1cc(CN2CCN(c3ccccc3F)CC2)c2cc(Cl)ccc2o1	15.9	0.5	-1.3	-0.1
COC(=O)c1ccccc1NC(=O)NNC(=S)NC1CCCCC1	23.8	1.2	-1.7	-5.5
CC(=O)c1cccc(NC(=S)NCc2ccccn2)c1	16.3	-0.5	-0.8	-11.5
CCCOC(=O)C1=C(C)NC2=C(C(=O)CC(C)(C)C2)C1c1cccc(Br)c1 (stereo not given)	11.2	0.1	-0.4	1.1
O=C(/C=C/c1ccco1)Nc1ccc(NC(=O)c2ccco2)c(Cl)c1	-5.7	-0.1	0.6	-25.5
CCOC(=O)C(CC)Oc1ccc2ccc(=O)oc2c1 (stereo not given)	2.8	0.4	0.2	9.6
Cc1ccc(-c2nc(/C=N/c3cccc(C)n3)c(O)o2)cc1	9.6	0.0	3.5	-7.6
CCOC(=O)c1ccc(NC(=O)C2CC(=O)N(Cc3ccc(Cl)cc3)C(=Nc3ccc(Cl)cc3)S2)cc1 (stereo not given)	4.6	-0.2	-1.1	-9.5
O=c1oc2cc(O)ccc2cc1-c1ccccc1	-9.3	0.6	-11.6	25.2
CCOC(=O)c1oc2ccccc2c1NC(=O)c1ccc(OC)c(OC)c1	11.3	1.0	-0.1	-6.0
Cc1ccc(S(=O)(=O)NC(C)C(=O)NC2CCCCCC2)cc1 (stereo not given)	2.9	0.2	-1.3	3.0
CCCCN(C)Cc1cc([N+](=O)[O-])ccc1O	31.4	-0.2	0.8	7.0
O=C(NCc1ccccc1)NC1(C(F)(F)F)Oc2ccccc2O1	5.3	0.9	2.4	-0.6
CCOc1ccc(NC(=O)CCc2nc(-c3ccc(C)cc3)no2)cc1	13.2	0.0	-1.1	10.9
COc1ccc(N2CCN(C(=O)CNC(=O)c3cn(-c4ccccc4OC)c(=O)c4ccccc34)CC2)cc1	-1.3	0.0	-1.4	3.4
CC(=O)NCCc1nc2ccccc2n1Cc1c(F)cccc1Cl	-4.5	0.0	0.8	-1.8
O=C(Nc1ccc2oc(-c3cccc4ccccc34)nc2c1)c1cccc(I)c1	2.3	0.7	-0.8	-7.1
Cc1cccc(NC(=O)CN2C(=O)N/C(=C\c3ccc(-c4cccc(C(=O)O)c4)o3)C2=O)c1	3.8	0.0	-0.3	-9.2
O=C1NC(c2cc3c(cc2Cl)OCO3)Oc2ccccc21 (stereo not given)	21.4	1.1	1.0	12.1
O=C(CSc1nnc(NC(=O)C2CCCCC2)s1)NCc1ccc(F)cc1	2.8	-0.1	-0.3	1.6
Cc1nc2c3ccccc3nc(SCc3ccccc3F)n2n1	4.8	0.0	0.3	-2.9
CN1/C(=C\C(=O)CSc2ncccc2C(=O)O)C(C)(C)c2ccccc21	0.5	0.0	-1.2	-1.4
N#Cc1cc([N+](=O)[O-])ccc1NCC(c1ccco1)N1CCCCC1 (stereo not given)	5.4	-0.1	0.1	1.0
CCCN(CCC)C(=O)Cn1ncc2c1-c1ccccc1OC2	8.0	0.0	-0.8	9.8
Cc1cc(C(=O)CCl)c(C)n1-c1ccc(F)cc1	8.5	-0.1	0.4	9.5
CCOC(=O)C1=C(C)N(CC(C)C)C(=O)/C1=C\c1ccco1	10.2	-0.3	0.4	6.8
O=Cc1sc(=O)n(Cc2ccccc2)c1Cl	-2.6	0.0	-2.8	16.8
Nc1nonc1C(=O)N1CCC2(CC1)NC(=O)c1ccccc1N2	-6.4	-0.2	-0.3	-8.0
CC(C)CC(=O)N1CC(=O)Nc2ccc(F)cc2C1c1ccc(F)cc1 (stereo not given)	-7.6	-0.2	-0.9	-2.4
Cc1cnc(N2CCc3ccccc3C2)nc1NCCCN1CCCC1=O	-2.7	0.3	1.6	-0.7
CCOc1ccc(C(=O)Nc2sc3c(c2C(N)=O)CC(C)CC3)cc1 (stereo not given)	13.4	0.0	-0.9	2.8
(continued)
SMILES	MITF primary	FBW7 act	GPR151 activ	TEAD-YAP inh
COc1ccc2oc(C(=O)OCC(=O)NCCN3C(=O)CSC3=O)c(C)c2c1	-0.7	-0.1	0.6	-3.9
COc1ccccc1NC(=O)CSc1nnnn1C	1.0	0.1	1.1	5.6
O=C(Cn1cnc2c(nnn2-c2ccc(Cl)cc2)c1=O)NCc1ccco1	5.5	0.0	-0.5	-6.7
COc1ccc(OC)c(NC(=O)CCc2c(C)nc3c(c2C)c(=O)n(C)c(=O)n3C)c1	16.6	0.8	1.4	-5.8
C=CCn1c(=O)n(CCOC)c(=O)c2sc3ccccc3c21	8.3	0.5	-2.9	8.9
NC(=O)c1ccccc1NC(=O)CSc1ccc(Cl)cc1	1.6	0.1	1.4	-3.2
COCC(=O)N/N=C/c1ccc(SCC(=O)Nc2ccccc2)o1	-2.0	0.0	1.2	8.2
O=C(CSc1nc2c([nH]c3ccccc32)c(=O)n1-c1ccccc1)N1CCCCC1	-2.8	-0.2	0.1	-1.1
Cc1ccnc(NS(=O)(=O)c2ccc(NC(=O)C34CC5CC(CC(C5)C3)C4)cc2)n1	8.4	0.0	-1.1	0.0
COCCNCCOCCOc1cccc(C(C)C)c1	24.7	-0.1	-0.7	-5.7
COc1ccccc1OCC(O)CN1CCC(C)CC1 (stereo not given)	5.9	0.0	2.1	8.3
CC1Cc2cc(S(=O)(=O)N(C)c3ccc(Br)cc3)ccc2N1C(=O)C1CC1 (stereo not given)	5.8	0.4	-0.6	-7.7
O=C(NNC(c1ccccc1)c1cccc(Br)c1)C(O)(c1ccccc1)c1ccccc1 (stereo not given)	7.7	0.1	-1.5	-1.6
CC1=N/C(=C\c2ccc([N+](=O)[O-])cc2)C(=O)N1c1ccc(Br)c(C)c1	5.5	0.1	-2.3	4.4
COc1ccc(NC(=O)/C=C/C(=O)O)cc1Cl	-6.6	0.0	1.1	-4.6
COc1ccc(C(=O)N/N=C(\C)CC(=O)Nc2ccc(F)cc2)cc1	15.5	0.3	-0.4	-18.2
Cc1cccc(NC(=O)CSc2nc(-c3ccccc3)cn2-c2ccccc2)c1C	-2.7	-0.1	-1.2	12.6
CCCSc1nnc(NC(=O)c2ccc(F)cc2)s1	2.8	0.2	0.3	-16.4
COc1ccccc1NC(=O)C1=C(C)NC(SCc2cccc3ccccc23)=C(C#N)C1c1ccccc1Cl (stereo not given)	-10.9	0.0	-0.8	3.8
Cc1cccc(NC(c2ccc3c(c2)OCO3)c2ccc3ccc(C)nc3c2O)n1 (stereo not given)	27.4	0.6	-1.4	15.8
CN(C)N1C(=O)/C(=C\c2cccc3ccccc23)SC1=Nc1ccccc1	7.5	-0.4	1.1	4.4
CN1CCN(c2nc3ccc(Cl)cc3n3cnnc23)CC1	0.4	0.2	-0.4	-6.3
CCC1CCCCN1C(=O)COc1cccc2c1CCN(Cc1ccccc1)C2=O (stereo not given)	2.7	0.1	2.4	0.9
CCCCn1cnc2c(cnn2-c2ccc(Cl)cc2)c1=O	-2.7	-0.1	0.8	-13.4
C/C=C/C(=O)Nc1cc(Cl)ccc1Cl	26.6	0.3	-1.3	8.3
Cc1sc(NC(=O)C2C3C=CC(C3)C2C(=O)O)c(C(N)=O)c1C (stereo not given)	-7.8	-0.2	0.8	-1.3
CCOc1ccc(NC(=O)c2cnc(N3CCN(c4ncccn4)CC3)c3ccccc23)cc1	4.1	-0.1	-0.2	-11.3
NC(=O)COc1ccc(-c2noc(COc3cccc(Cl)c3)n2)cc1	11.9	0.0	0.4	4.4
CCOC(=O)c1ccc2nc(NC(=O)c3ccc(C)cc3)sc2c1	-0.8	-0.1	0.7	-17.4
O=C(c1ccco1)c1cc2cc(Br)ccc2oc1=O	-0.2	0.1	1.1	-11.2
CC(C)(C)c1ccc(/C=N/NC(=O)c2ccc(O)cc2)cc1	11.0	0.9	-0.3	3.1
CN(C)c1ccc(/C=C2\CCCC3C2=NN(c2nc(-c4ccccc4)cs2)C3c2ccc(N(C)C)cc2)cc1 (stereo not given)	10.6	0.0	1.3	8.5
CC/C=C\C[C@H](O)/C=C/[C@H]1[C@H](O)CC(=O)[C@@H]1C/C=C\CCCC(=O)O	-3.6	.	-0.2	.
COc1ccc(C2CC(C(F)(F)F)n3nc(C(=O)Nc4cc(Oc5ccc6c(c5)CCC6)cc([N+](=O)[O-])c4)cc3N2)cc1 (stereo not given)	-3.4	-0.1	-0.3	-2.4
CCc1noc(C)c1C(=O)OCC(=O)NC(=O)NCCC(C)C	7.8	0.7	0.7	1.0
O=C(NCc1csc(-c2cccs2)n1)c1cc(F)cc2c1OCOC2	14.3	0.0	-0.7	-27.5
O=C(COc1ccc(Cl)cc1Br)N/N=C/c1ccco1	-1.1	-0.1	-0.7	-11.8
Cn1c(SCC(=O)N/N=C/c2ccc(F)cc2)nc2ccccc21	11.6	0.1	-0.1	0.3
